BoNT-A LC inh2: inhibitors of Botulinum neurotoxin A light chain protease | multiplex microsphere protease substrate cleavage, flow cytometry | inhibition, % at 10 µM | 360,000 compounds, 0.17% hits; further: plate controls were buffer without enzyme for full effect and enzyme alone for no effect
Anthrax LF prot: inhibitors of Bacillus anthracis lethal factor protease; P15917; multiplex microsphere protease cleavage assay, LF; inhibition, % at 10 µM; 360,000 compounds, 0.12% hits; further: plate controls were buffer without enzyme for full effect and enzyme alone for no effect
PrPC surface inh: reduces human prion protein on the cell surface | AID 720596 | 370,000 compounds, 0.43% hits | inhibition, % at 13.8 µM | cell surface PrPC, TR-FRET read-out | P04156; in the data active means inhibition above about 24%; further: 0% = median of the test wells and 100% = reference compound wells
TcdB inh: inhibitors of Clostridioides difficile toxin B glycohydrolase; P18177; TcdB glycohydrolase enzymatic assay, plate reader; inhibition, % at 9.99 µM; 350,000 compounds, 0.24% hits; AID 652162; in the data active means inhibition above about 10%
Target sequence (P18177 whole entry, looked up): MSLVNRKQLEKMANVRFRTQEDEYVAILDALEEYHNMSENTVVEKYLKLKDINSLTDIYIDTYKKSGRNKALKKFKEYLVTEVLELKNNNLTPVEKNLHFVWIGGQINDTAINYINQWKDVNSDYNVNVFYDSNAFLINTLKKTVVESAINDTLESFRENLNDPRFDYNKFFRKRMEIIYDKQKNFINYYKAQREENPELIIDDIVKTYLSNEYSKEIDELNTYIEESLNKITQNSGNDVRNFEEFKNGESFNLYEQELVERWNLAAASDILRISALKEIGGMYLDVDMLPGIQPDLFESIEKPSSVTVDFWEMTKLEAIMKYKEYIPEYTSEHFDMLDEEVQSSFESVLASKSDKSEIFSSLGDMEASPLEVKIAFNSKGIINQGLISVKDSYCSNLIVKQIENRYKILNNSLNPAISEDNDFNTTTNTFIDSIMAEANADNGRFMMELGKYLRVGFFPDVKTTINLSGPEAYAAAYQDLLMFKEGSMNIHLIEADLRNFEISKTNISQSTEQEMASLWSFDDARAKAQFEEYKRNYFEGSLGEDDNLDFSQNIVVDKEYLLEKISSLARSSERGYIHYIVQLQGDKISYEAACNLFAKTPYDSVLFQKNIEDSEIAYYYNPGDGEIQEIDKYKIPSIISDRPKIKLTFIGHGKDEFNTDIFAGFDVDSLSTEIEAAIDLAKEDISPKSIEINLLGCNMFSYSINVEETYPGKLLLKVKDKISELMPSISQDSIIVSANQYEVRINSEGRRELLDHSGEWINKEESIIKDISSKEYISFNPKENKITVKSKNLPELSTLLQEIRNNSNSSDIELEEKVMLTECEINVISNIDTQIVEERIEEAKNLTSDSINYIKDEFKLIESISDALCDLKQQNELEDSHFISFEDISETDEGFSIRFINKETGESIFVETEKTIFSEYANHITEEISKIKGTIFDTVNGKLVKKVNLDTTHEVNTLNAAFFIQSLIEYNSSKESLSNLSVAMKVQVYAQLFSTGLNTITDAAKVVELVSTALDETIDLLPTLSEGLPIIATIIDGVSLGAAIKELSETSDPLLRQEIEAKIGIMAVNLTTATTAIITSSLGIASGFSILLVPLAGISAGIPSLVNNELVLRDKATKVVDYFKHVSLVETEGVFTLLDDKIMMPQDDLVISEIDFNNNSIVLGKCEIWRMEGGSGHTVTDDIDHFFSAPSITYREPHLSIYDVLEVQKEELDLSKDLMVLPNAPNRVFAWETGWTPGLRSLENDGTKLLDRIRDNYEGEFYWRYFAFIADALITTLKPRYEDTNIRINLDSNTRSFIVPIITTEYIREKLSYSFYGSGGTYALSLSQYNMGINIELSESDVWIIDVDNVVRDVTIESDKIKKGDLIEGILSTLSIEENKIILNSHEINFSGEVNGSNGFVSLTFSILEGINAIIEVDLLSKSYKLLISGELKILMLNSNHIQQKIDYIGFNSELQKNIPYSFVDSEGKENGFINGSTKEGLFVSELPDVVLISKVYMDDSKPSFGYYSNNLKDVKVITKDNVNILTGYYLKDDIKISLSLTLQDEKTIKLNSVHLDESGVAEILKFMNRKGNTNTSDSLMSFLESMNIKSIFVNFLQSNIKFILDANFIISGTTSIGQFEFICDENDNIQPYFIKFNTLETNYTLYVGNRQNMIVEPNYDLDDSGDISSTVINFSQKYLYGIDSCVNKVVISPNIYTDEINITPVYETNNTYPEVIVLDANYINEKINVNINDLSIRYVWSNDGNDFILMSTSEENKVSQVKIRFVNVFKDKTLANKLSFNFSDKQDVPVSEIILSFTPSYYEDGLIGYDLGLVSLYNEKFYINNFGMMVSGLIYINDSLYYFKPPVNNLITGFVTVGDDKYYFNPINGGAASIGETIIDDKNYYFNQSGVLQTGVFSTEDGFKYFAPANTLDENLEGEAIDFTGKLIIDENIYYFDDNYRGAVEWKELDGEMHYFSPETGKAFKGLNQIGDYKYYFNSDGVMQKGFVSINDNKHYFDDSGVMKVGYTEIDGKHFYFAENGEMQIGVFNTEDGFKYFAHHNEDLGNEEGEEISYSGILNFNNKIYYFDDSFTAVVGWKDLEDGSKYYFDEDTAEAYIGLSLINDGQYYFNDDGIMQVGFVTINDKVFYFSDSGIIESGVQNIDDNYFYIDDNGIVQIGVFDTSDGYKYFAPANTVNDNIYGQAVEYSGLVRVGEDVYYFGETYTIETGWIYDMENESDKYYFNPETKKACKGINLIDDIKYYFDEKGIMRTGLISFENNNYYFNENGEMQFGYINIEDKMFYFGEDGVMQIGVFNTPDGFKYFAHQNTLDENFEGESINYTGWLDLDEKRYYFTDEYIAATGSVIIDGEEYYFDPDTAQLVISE
CCHF vOTU inh: CCHFV vOTU protease inhibition | Pep-AMC fluorescence | inhibition, % at 11.5 µM | 370,000 compounds, 0.55% hits | AID 651958; in the data active means inhibition above about 30%; further: 0% = vehicle wells with enzyme and 100% = no enzyme wells
PfHsp40 yeast: compounds rescuing yeast from Plasmodium falciparum HSP40 toxicity; growth rescue, % at 12.5 µM; AID 504582; 340,000 compounds, 0.68% hits; S. cerevisiae expressing PfHsp40, growth rescue, ATP luminescence; in the data active means growth rescue above about 28%, passing the limit was not always enough; inconclusive means no clear call, values can overlap the other calls;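 further: yeast W303a lacking pdr1 and pdr3 grown in galactose medium; growth measured after three days at 30 °C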
Yp Topo-I inh: Y. pestis Topo-I inhibition via cleavage products | AID 504884 | Y. pestis Topo-I cleavage product accumulation, plate reader | activity, % at 10 µM | 360,000 compounds, 0.064% hits; in the data active means activity above about 50%, passing the limit was not always enough; inconclusive means no clear call, values can overlap the other calls; further: inactives centre near 2
FadD28 binding: blocks FadD28 binding to the bisubstrate probe; 360,000 compounds, 0.22% hits; fluorescence polarization; AID 588549; inhibition, % at 12.5 µM; in the data active means inhibition above about 8.5%, passing the limit was not always enough; inconclusive means no clear call, values can overlap the other calls
BoNT F protease: inhibitors of Botulinum neurotoxin F light chain protease. Multiplex microsphere protease cleavage assay, flow cytometry. inhibition, % at 10 µM. 360,000 compounds, 0.22% hits. AID 588497; in the data active means inhibition above about 35%, passing the limit was not always enough; inconclusive means no clear call, values can overlap the other calls; further: plate controls were buffer without enzyme for full effect and enzyme alone for no effect
Active calls of the source: *; ? = inconclusive; . = not tested or not shown. Unless noted, no stated cut-off is given here; in the data, active means inhibition above about 30%; inconclusive means no clear call, values can overlap the other calls; inactive means below that.

SMILES	BoNT-A LC inh2	Anthrax LF prot	PrPC surface inh	TcdB inh	CCHF vOTU inh	PfHsp40 yeast	Yp Topo-I inh	FadD28 binding	BoNT F protease
Cc1ccc(NC(=O)c2ccc(OC(F)(F)F)cc2)cc1S(=O)(=O)N(C)C	-0.9	-2	10	.	15	3.0	19	-17	-7
CC(=O)Nc1ccc(NC(=O)CCc2nc3ccccc3c(=O)[nH]2)cc1	-0.1	1	-3	1.7	-3	-0.5	0	-3.4	-2
CCCCc1ccc(NC2=NCCCS2)cc1	1.0	-1	14	0.9	7	-2.7	-3	-5.6	17
O=C1CC(c2cc(-c3ccccc3)no2)C1	1.6	-7	4	1.1	8	-1.4	9	-4.2	-2
CCN(CC(=O)Nc1ccc(NC(C)=O)cc1)CC(=O)Nc1cccc(Cl)c1	1.8	0	4	-0.7	-6	-0.5	-4	-1.8	8
CC(=O)Nc1ccccc1C(=O)C(=O)Nc1cccc(C(=O)NC2CC2)c1	-1.0	1	0	.	-15	-0.3	4	-0.9	0
CN(C)S(=O)(=O)c1ccc(Cl)c(NC(=O)CSc2nc3ccccc3c(=O)n2CCCN2CCOCC2)c1	-0.9	8	-4	.	-1	-1.0	30	-2.1	-1
NCCCC[C@@H](C(=O)N1CCNCC1)n1cc(CN)nn1	0.1	-6	-4	-0.1	14	-2.0	0	-4.1	-9
COc1ccccc1C(=O)Nc1sc2c(c1C#N)CCC2	1.8	4	.	.	.	-1.5	-2	-4.2	1
CCc1nn(CC(=O)NCCCN(CC)Cc2ccccc2)c(=O)c2cc3sccc3n12	-0.4	2	-1	.	35*	-0.4	6	0.0	-6
CC1CCC(NC(=O)CN2CCCN(Cc3ccc(F)cc3Cl)C2=O)CC1 (configuration not stated)	-0.4	2	12	.	-5	-0.2	16	-2.8	-9
Cc1noc(C)c1C(=O)N1CCC(C(=O)c2ccc(F)cc2F)CC1	-0.1	-3	-2	1.4	10	-1.2	0	-2.8	-4
COc1ccc(-n2sc3c(c2=S)-c2cc(OC)ccc2NC3(C)C)cc1	-1.2	-7	6	.	5	1.1	-8	-1.9	-16
OC1CCC(Nc2ccn3nc(-c4cccc(Cl)c4)cc3n2)CC1 (configuration not stated)	0.0	-2	-5	2.6	-4	.	4	-3.8	-2
Cc1c(OCC(=O)N2CCC(C(=O)O)CC2)ccc2c3c(c(=O)oc12)CCC3	-0.9	-12	6	-1.1	-11	-0.6	-2	-1.3	9
COc1ccc(S(=O)(=O)NNC(=O)c2cccs2)cc1	-0.1	-1	4	1.0	-11	-0.8	-3	-1.2	0
Cc1nc2ccccn2c1/C(O)=C1\C(=O)C(=O)N(CCN2CCOCC2)C1c1cccs1 (configuration not stated)	0.3	-1	.	-0.7	.	-1.1	11	1.5	-5
O=C(CN1c2cccc3cccc(c23)S1(=O)=O)Nc1ccccc1	0.2	-10	14	-0.9	1	-0.2	-4	-3.8	-4
O=C(Nc1ccc(Cl)cc1)c1ccc(S(=O)(=O)N2CCOCC2)cc1	-4.1	-3	12	1.9	-14	-0.3	-3	-0.7	-7
COc1cccc(OCc2cc(C(=O)N(C)C3CCOCC3)no2)c1	-0.9	1	1	0.3	30*	-0.3	9	-0.6	-2
c1ccc2c(N3CCOCC3)c3c(nc2c1)CCC3	1.1	5	4	3.4	14	-1.1	5	-4.0	-2
Cc1cccc(NC(=O)NNC(=O)COc2ccc(Cl)cc2)c1	-1.2	-3	-2	.	-11	-0.9	3	-2.8	-6
Cc1nonc1C1CCCN1Cc1cn[nH]c1-c1ccc2c(c1)OCO2 (configuration not stated)	0.0	-3	-9	1.5	-7	0.2	4	-5.1	-5
CC(=O)c1ccc(NC(=O)CN2C(=O)NC(C)(C3CCCCC3)C2=O)cc1 (configuration not stated)	-0.3	7	-2	0.2	11	1.0	-8	-1.6	-1
O=C1CN(C(=O)NCC(=O)N[C@@H](Cc2ccccc2)C(=O)O)c2ccccc2N1	-0.7	-2	2	-0.9	-4	-0.1	2	0.7	-8
CCOC(=O)C1CCCN(C(=O)c2ccc(C)c(F)c2)CC1 (configuration not stated)	-0.4	-7	6	0.7	-2	.	-2	-0.3	-12
Cc1ccc(CN(Cc2ccco2)C(=S)NCC(=O)NC2CC2)cc1	0.2	-1	5	-0.8	-1	-1.0	1	-5.1	-4
Cc1cc(NC(=O)CSCC(=O)N(C)Cc2ccc(Cl)cc2Cl)no1	-6.1	-5	-2	-3.6	-3	0.8	23	-0.3	-6
CCOc1ncccc1C(=O)Nc1cc(S(=O)(=O)N(CC)CC)ccc1N1CCOCC1	.	.	-2	1.1	20	0.4	8	-2.3	.
Cc1cccc(C)c1-n1c(C)nn(Cc2ccc([N+](=O)[O-])cc2)c1=O	-0.6	-6	-2	7.0	-9	2.3	2	-2.3	-3
CC(=O)Nc1ccc(C=CC=Cc2cccc([N+](=O)[O-])c2)cc1	1.8	0	0	0.2	10	0.3	-8	-2.6	9
COc1ccc(OC)c(N(CCN2C(=O)c3ccccc3C2=O)C(=O)C2CCC(=O)C2C)c1 (configuration not stated)	0.2	-3	-6	0.5	-16	.	3	-2.2	-3
O=C(COC(=O)CNC(=O)c1ccc(Br)o1)Nc1ccc2c(c1)OCCO2	-1.2	-3	-4	.	-2	-0.8	-6	-3.0	-3
O=C(NC(Cc1c[nH]c2ccccc12)C(=O)N/N=C/c1cccnc1)c1cccs1 (configuration not stated)	0.2	-11	11	0.8	-8	-0.9	-13	-3.9	4
CCOC(=O)C1=C(C(F)(F)F)Nc2ncnn2C1c1ccc(OC)c(OC)c1OC (configuration not stated)	-0.5	-1	-8	.	-6	0.0	-5	-2.1	-5
CCOC(=O)c1c(C)oc2c(F)c(F)c(F)c(F)c2c1=O	-0.1	-3	2	.	0	0.2	26	-0.5	1
COCCn1c(SCC(=O)c2ccc(CNC(C)=O)o2)nc2ccccc2c1=O	-0.2	1	0	.	3	-1.0	0	2.0	5
Cc1oc(C(C)(C)C)cc1C(N)=O	?	12	0	0.3	-9	0.2	-1	0.0	?
CNC(=O)Nc1cccc(-c2ccnc(C)n2)c1	-0.7	-10	-2	0.5	3	1.4	-6	-1.2	-6
CCOc1cc(/C=N\NC(=O)OC(C)(C)C)ccc1OC(=O)c1ccco1	3.5	-4	1	0.8	9	1.1	18	-0.9	12

Single records (already shown).
`CCCCc1ccc(NC2=NCCCS2)cc1` as listed: BoNT-A LC inh2 = 1.0; Anthrax LF prot = -1; PrPC surface inh = 14; TcdB inh = 0.9; CCHF vOTU inh = 7; PfHsp40 yeast = -2.7; Yp Topo-I inh = -3; FadD28 binding = -5.6; BoNT F protease = 17
`O=C1CN(C(=O)NCC(=O)N[C@@H](Cc2ccccc2)C(=O)O)c2ccccc2N1` as listed: BoNT-A LC inh2 = -0.7; Anthrax LF prot = -2; PrPC surface inh = 2; TcdB inh = -0.9; CCHF vOTU inh = -4; PfHsp40 yeast = -0.1; Yp Topo-I inh = 2; FadD28 binding = 0.7; BoNT F protease = -8

More structures:
SMILES	BoNT-A LC inh2	Anthrax LF prot	PrPC surface inh	TcdB inh	CCHF vOTU inh	PfHsp40 yeast	Yp Topo-I inh	FadD28 binding	BoNT F protease
COc1ccc(OC)c2sc(N(CCN(C)C)C(=O)c3cc(Cl)sc3Cl)nc12	-0.4	-8	6	0.3	3	0.4	8	-4.3	-4
CC1(C)CC(=O)C2=C(C1)NC(=O)NC2c1ccc([N+](=O)[O-])cc1 (configuration not stated)	-1.0	-8	-11	-0.2	-1	-0.4	-8	.	-8
COC(=O)c1ccccc1OCCOc1ccccc1C(=O)OC	1.2	-2	-2	.	3	0.7	5	-0.9	6
O=C(CCC1CCN(Cc2ccc(C#CCCO)cc2)CC1)NC1CC1	0.6	0	-10	0.3	-8	0.2	6	-0.4	-8
Cc1ccc(N2CC(C(=O)N3CCOCC3)CC2=O)cc1Cl (configuration not stated)	3.7	-5	-4	0.2	6	-0.9	7	-2.5	-6
CC1(C)CC2(CCO1)N1CC3(C)CN2CC(C)(C1)C3O (configuration not stated)	-0.8	-3	5	.	1	1.3	5	0.4	-13
CC1(c2nnc(-c3ccncc3)o2)CC(c2ccc(F)cc2)=NO1 (configuration not stated)	0.5	4	8	1.5	1	1.6	0	-0.2	7
Cc1ccc(C(=O)Nc2ncn[nH]2)cc1	3.5	3	0	1.5	-2	-0.7	3	-1.8	?
O=C(C1CCCN(S(=O)(=O)Cc2ccccc2)C1)N1CCc2ccccc21 (configuration not stated)	0.3	2	-7	.	9	3.6	3	-2.0	12
COc1ccc(C(=O)COc2cccc(NC(=O)c3ccco3)c2)cc1	-1.0	-4	15	.	1	1.4	7	-1.6	9
CC(C)n1cc(CN2CCC(n3nccc3NC(=O)C3CCCC3)CC2)cn1	-0.2	-3	-2	1.2	11	0.0	9	0.6	-9
FC(F)Oc1ccccc1/C=N/Nc1nc2ccccc2o1	-3.1	-4	4	0.9	14	-0.2	8	-0.8	-11
OCCNc1nc2nonc2nc1NCCO	0.6	-1	-15	-0.9	2	0.0	1	-2.6	0
O=C(CCC(=O)c1ccccc1)Nc1ccccc1	-0.5	6	6	0.5	0	.	7	-4.6	10
CCOC(=O)Cc1c(C)[nH]n(-c2ccccc2)c1=O	.	.	2	-0.4	3	.	-6	0.7	.
Cc1ccc(S(=O)(=O)NCCCCCC(=O)Nc2ccccc2)cc1	-0.1	-2	-5	.	-2	0.4	11	-4.6	0
Cc1nn(Cc2ccccc2)c(C)c1N	0.9	-4	0	.	7	0.9	6	-1.3	-2

Quoted from the results shown, 17 compounds:
SMILES	BoNT-A LC inh2	Anthrax LF prot	PrPC surface inh	TcdB inh	CCHF vOTU inh	PfHsp40 yeast	Yp Topo-I inh	FadD28 binding	BoNT F protease
COc1ccc(OC)c2sc(N(CCN(C)C)C(=O)c3cc(Cl)sc3Cl)nc12	-0.4	-8	6	0.3	3	0.4	8	-4.3	-4
CC1(C)CC(=O)C2=C(C1)NC(=O)NC2c1ccc([N+](=O)[O-])cc1 (configuration not stated)	-1.0	-8	-11	-0.2	-1	-0.4	-8	.	-8
COC(=O)c1ccccc1OCCOc1ccccc1C(=O)OC	1.2	-2	-2	.	3	0.7	5	-0.9	6
O=C(CCC1CCN(Cc2ccc(C#CCCO)cc2)CC1)NC1CC1	0.6	0	-10	0.3	-8	0.2	6	-0.4	-8
Cc1ccc(N2CC(C(=O)N3CCOCC3)CC2=O)cc1Cl (configuration not stated)	3.7	-5	-4	0.2	6	-0.9	7	-2.5	-6
CC1(C)CC2(CCO1)N1CC3(C)CN2CC(C)(C1)C3O (configuration not stated)	-0.8	-3	5	.	1	1.3	5	0.4	-13
CC1(c2nnc(-c3ccncc3)o2)CC(c2ccc(F)cc2)=NO1 (configuration not stated)	0.5	4	8	1.5	1	1.6	0	-0.2	7
Cc1ccc(C(=O)Nc2ncn[nH]2)cc1	3.5	3	0	1.5	-2	-0.7	3	-1.8	?
O=C(C1CCCN(S(=O)(=O)Cc2ccccc2)C1)N1CCc2ccccc21 (configuration not stated)	0.3	2	-7	.	9	3.6	3	-2.0	12
COc1ccc(C(=O)COc2cccc(NC(=O)c3ccco3)c2)cc1	-1.0	-4	15	.	1	1.4	7	-1.6	9
CC(C)n1cc(CN2CCC(n3nccc3NC(=O)C3CCCC3)CC2)cn1	-0.2	-3	-2	1.2	11	0.0	9	0.6	-9
FC(F)Oc1ccccc1/C=N/Nc1nc2ccccc2o1	-3.1	-4	4	0.9	14	-0.2	8	-0.8	-11
OCCNc1nc2nonc2nc1NCCO	0.6	-1	-15	-0.9	2	0.0	1	-2.6	0
O=C(CCC(=O)c1ccccc1)Nc1ccccc1	-0.5	6	6	0.5	0	.	7	-4.6	10
CCOC(=O)Cc1c(C)[nH]n(-c2ccccc2)c1=O	.	.	2	-0.4	3	.	-6	0.7	.
Cc1ccc(S(=O)(=O)NCCCCCC(=O)Nc2ccccc2)cc1	-0.1	-2	-5	.	-2	0.4	11	-4.6	0
Cc1nn(Cc2ccccc2)c(C)c1N	0.9	-4	0	.	7	0.9	6	-1.3	-2
